# Screening data (PubChem)
# aSyn yeast rescue – alpha-synuclein toxicity suppression in yeast. S. cerevisiae alpha-synuclein toxicity rescue, BacTiter-Glo growth, 24 h. 94,000 compounds, 0.02% hits. Potency, µM (doses to about 46.1 µM), for the others: at the highest dose growth rescue (activation), hits mostly activators. AID 1347070; active = well fitted activation curve with a large enough effect; inconclusive = small, poorly fitted or top-dose-only effect; also: 0% is about no effect
#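 Growth restoration measured by BacTiter-Glo luminescence after 24 hr at 30 deg C; alpha-synuclein yeast, raffinose-pregrown to mid-log, were added at OD600=0.02 in galactose medium onto pinned compounds.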
# Starred values were filed as active, the others as inactive; ? = inconclusive; & = joins results of further samples; [ ] = dose if it differs, or a comment. Potency is read from the fitted curve at half-maximal effect.
SMILES,aSyn yeast rescue
COc1ccc(NC(=O)CN(C)C(=O)c2ccc(-c3ccccc3Cl)o2)cc1,9%
CCN1CCN(c2ncc3c(n2)CCN(Cc2cc(Br)cs2)C3)CC1,-1%
COc1ccc(Cl)cc1NC(=O)c1c(NCc2cccs2)sc2c1CCCC2,-8%
CCCN(Cc1ccccc1)C(=S)Nc1ccc(F)cc1,-2%
CCN(C(=O)Cn1ncc2c(=O)oc3ccccc3c21)c1ccccc1F,-4%
COc1ccc(C(=O)NCC(=O)N/N=C/c2ccco2)cc1OC,-9%
O=C(NCc1ccccc1)C1CCN(S(=O)(=O)c2ccc3[nH]c(=O)ccc3c2)CC1,6%
Cc1sc2nc(Cc3ccccc3)[nH]c(=O)c2c1-c1ccccc1,-12%
COc1ccc(C2=NS(=O)(=O)N(C)C(C(=O)N(C)Cc3ccccc3)=C2)cc1,4%
O=C(Nc1ccccc1N1CCOCC1)c1ccco1,-2%
C[C@@H]1CN([C@@H](C)CO)C(=O)CCCn2nncc2CO[C@H]1CN(C)S(=O)(=O)c1cccs1,2%
CCCCCCn1c(SCC(=O)OC)nc2c1c(=O)[nH]c(=O)n2C,-10%
CCc1cc2c(-c3ccccc3)cc(=O)oc2c2c1OCN(Cc1ccc(F)cc1)C2,-7%
COc1ccccc1NC(=O)C1CCN(C(=O)c2ccc(C(C)(C)C)cc2)CC1,17%
O=C(NCc1ccco1)C1Cc2cc(Cl)ccc2O1 (configuration not stated),3%
Cc1ccc(CN2C(=O)CCC2C(=O)NCCN2CCN(c3cccc(Cl)c3)CC2)cc1 (configuration not stated),11%
COc1ccc(/C=C2\COc3ccccc3C2=O)c(OC)c1,3%
CCOC(=O)CC(NC(=O)CCc1c(C)nc2ncnn2c1C)c1ccc(OC(C)C)cc1 (configuration not stated),-9%
O=C(C1COc2ccccc2O1)N(Cc1cccnc1)c1nc2ccc(Cl)cc2s1 (configuration not stated),?
COc1ccccc1NS(=O)(=O)c1ccc(C)c(NC(=O)NC2CCCCC2)c1,2%
O=Cc1ccc(OC2OCCOC2Oc2ccc(C=O)cc2)cc1 (configuration not stated),-8%
Cc1ccc(CNC(=O)c2c[nH]c3ccc(S(=O)(=O)N4CCOCC4)cc3c2=O)cc1,-7%
CCOC(=O)C1CSC(CC(=O)Nc2ccc(OC(F)(F)F)cc2)C(=O)N1 (configuration not stated),6%
Cc1noc(C)c1C(=O)Nc1nc(-c2cc(F)ccc2F)cs1,-13%
Cc1cc(C)cc(NC(=O)CN2C(=O)c3ccccc3Sc3ccc(C(=O)N4CCOCC4)cc32)c1,0%
O=C(CSc1ncc(S(=O)(=O)c2ccc(Cl)cc2)c(=O)[nH]1)Nc1ccc2c(c1)OCCO2,-5%
O=C(NC(=S)Nc1ccccc1Cl)c1cncc(C#Cc2ccccc2)c1,-6%
Cc1cc(C)cc(NC(=O)C2CCN(c3cc(C)nc4c(-c5ccc(Cl)cc5)c(C)nn34)CC2)c1,2%
COc1ccc(-c2[nH]ncc2CN2CCC(OCc3ccccn3)CC2)c(F)c1,1%
CCc1ccc(CNCc2c(C(=O)O)n(Cc3ccc(F)cc3Cl)c3cc(OC)ccc23)cc1,-7%
Cn1c(=O)cc(OCC(=O)NCc2ccc(F)cc2Cl)c2ccccc21,-4%
Cc1cccc(NC(=O)c2cc(S(=O)(=O)N3CCCC3)cn2C)c1,-5%
Cc1ccc(-c2noc(CSc3nnc(C)n3-c3ccc(C)c(C)c3)n2)cc1,16%
CCn1nc(C)c2c(-c3ccccc3)cc(=O)n(C(C)C(=O)Nc3cc(C)ccc3C)c21 (configuration not stated),-25%
Cc1noc(/C=C/N(C)C)c1S(=O)(=O)N1CCCC(C(=O)Nc2ccc(F)cc2F)C1 (configuration not stated),-7%
Cc1nc(C(C)N(C)Cc2nc(-c3ccc4c(c3)OCO4)no2)c(C)s1 (configuration not stated),-43%[inhibitor]
Cn1c(=O)c2c(-c3ccccc3)n(-c3cccc(C#N)c3)cc2n(C)c1=O,-1%
COCCCNC(=O)Cn1cnc2sc(C)c(S(=O)(=O)N3CCN(c4ccccc4OC)CC3)c2c1=O,-9%&1%
O=C(COc1ccccc1C(=O)O)Nc1nc2ccc([N+](=O)[O-])cc2s1,0%
CCc1ccc(NC(=O)Cn2c(=O)n(Cc3ccc4c(c3)OCO4)c(=O)c3oc4ccccc4c32)cc1,-1%

# At a glance, some entries already given:
SMILES,aSyn yeast rescue
Cc1noc(/C=C/N(C)C)c1S(=O)(=O)N1CCCC(C(=O)Nc2ccc(F)cc2F)C1 (configuration not stated),-7%
Cc1nc(C(C)N(C)Cc2nc(-c3ccc4c(c3)OCO4)no2)c(C)s1 (configuration not stated),-43%[inhibitor]
Cn1c(=O)c2c(-c3ccccc3)n(-c3cccc(C#N)c3)cc2n(C)c1=O,-1%
COCCCNC(=O)Cn1cnc2sc(C)c(S(=O)(=O)N3CCN(c4ccccc4OC)CC3)c2c1=O,-9%&1%
O=C(COc1ccccc1C(=O)O)Nc1nc2ccc([N+](=O)[O-])cc2s1,0%
CCc1ccc(NC(=O)Cn2c(=O)n(Cc3ccc4c(c3)OCO4)c(=O)c3oc4ccccc4c32)cc1,-1%

# More results.
SMILES,aSyn yeast rescue
O=c1c2sc3ccccc3c2n(Cc2ccc(F)cc2)c(=O)n1Cc1ccco1,-7%
Cc1cc(N2CCN(c3cccc(C(F)(F)F)c3)CC2)n2nc(-c3ccccc3)nc2n1,3%
O=C(CSc1nccn1Cc1ccc(Cl)cc1)Nc1ccc2c(c1)OCO2,4%
COc1ccc(Cl)cc1NC(=O)CSc1c2c(nc3ccccc13)CCC2,-16%
COc1ccc(OCCN(C)Cc2c(O)ccc3ccccc23)cc1,-1%
Cc1ccc(Cl)cc1N1CCN(C(=O)c2ccc(CS(=O)(=O)c3ccc(Br)cc3)o2)CC1,?
CCc1ccc(-c2nc3c(c(SCc4ccccc4F)n2)Cc2c(CO)cnc(C)c2O3)cc1,7%
CN(C)c1ccc(NS(=O)(=O)c2ccc(-c3csnn3)cc2)cc1,-39%[inhibitor]
CCC(=O)Nc1nc2c(s1)COc1ccccc1-2,3%
COc1ccc(NC(=O)CN(C)S(=O)(=O)c2ccc3c(c2)CCCN3C(C)=O)cc1,-7%

# In a second layout: entries from further up.
COc1ccc(Cl)cc1NC(=O)CSc1c2c(nc3ccccc13)CCC2
- aSyn yeast rescue: -16%
Cc1ccc(Cl)cc1N1CCN(C(=O)c2ccc(CS(=O)(=O)c3ccc(Br)cc3)o2)CC1
- aSyn yeast rescue: ?

# Next part
SMILES,aSyn yeast rescue
O=C(Nc1ccc(Br)cc1)c1ccc(Br)c(S(=O)(=O)N2CCCCC2)c1,7%
CCOc1ccccc1CNC(=O)Nc1cn(CC(C)C)c(=O)c2ccccc12,-7%
CN(C)c1ccc(C(=O)N/N=C/c2cc(Br)cc(Br)c2O)cc1,0%
COC(=O)c1cccc(CN2C(=O)SC(Nc3ccccc3C)C2=O)c1 (configuration not stated),8%
c1ccc(Nc2ccc(-n3ccnc3)nn2)cc1,-4%
Cc1ccc(CCNC(=O)c2ccc3nc(N4CCC(C)CC4)sc3c2)cc1,-3%
NC(=S)N/N=C1/CCSc2ccc3ccccc3c21,7%
O=C(C1CCN(S(=O)(=O)c2cccc3nonc23)CC1)N1CCN(c2cccc(Cl)c2)CC1,7%
CCc1ccccc1NC(=O)C1CCCN(c2nccc(C)n2)C1 (configuration not stated),-3%
O=S(=O)(c1ccccc1)N1CCC(=NO)CC1,0%
Cc1noc(C)c1C(=O)OCC(=O)NC(=O)c1ccc(C(C)(C)C)cc1,1%
CCOc1ccc(C(=O)c2oc3ccccc3c2NC(=O)c2cc(-c3ccccc3)on2)cc1,-8%
Cc1nc2ccc(S(=O)(=O)N3CCCCC3)cc2s1,-4%
O=C(NCc1ccc(F)cc1)c1c(O)nc2ccccn2c1=O,-8%
COc1cc(/C=N/NC(=O)CNC(=O)c2ccco2)ccc1O,-14%
Cc1ccc(C(=O)NC(=S)c2c(C)cc3ccccn23)cc1,-3%
Cc1sc2nc(COC(=O)c3c(F)cccc3F)[nH]c(=O)c2c1C,-7%
O=c1c2ccccc2nc(-c2ccc(Cl)cc2)n1CCCCOc1ccc(F)cc1,3%
Cc1ccnc2nc(NC(=O)c3ccccc3Cl)nn12,0%
CC(=O)Nc1ccc(Nc2nc3ccc(C)cc3n3nnnc23)cc1,2%
COc1ccccc1CNC(=O)C(=O)NCC(c1ccco1)S(=O)(=O)c1ccc(F)cc1 (configuration not stated),-4%
O=C1/C(=C/c2ccco2)CCC1C1CCCC1 (configuration not stated),-10%
Cc1cc(C)n2nc(-c3ccc(Cl)cc3)nc2n1,-4%
Cc1ccc(NC(=O)CN2C(=O)c3cccnc3Sc3ccccc32)c(Br)c1,21%
Cc1noc(C)c1S(=O)(=O)N(C)C[C@@H]1OCc2cn(nn2)CCCC(=O)N([C@@H](C)CO)C[C@H]1C,-5%
CCn1c(=O)n(CC)c2cc(N3CCCC3)c(NC(=O)Nc3cc(C)cc(C)c3)cc21,4%
Cc1nc2cc3c(=O)n(C)cnc3cc2n1Cc1ccccc1,-7%
Cc1ccc2nc(-c3ccsc3)c(Nc3ccc(C(C)C)cc3)n2c1,-11%
O=C(NCCS(=O)(=O)N1CCN(c2ccc(F)cc2)CC1)C1CC(=O)N(c2ccccc2)C1 (configuration not stated),-1%
O=C(c1cccc([N+](=O)[O-])c1)N1c2nc(-c3ccco3)nn2C2(CCCCC2)[C@@H]2CCCC[C@@H]21,14%
COc1ccccc1CNS(=O)(=O)c1c(C)cc(C)cc1C,17%
Nc1ccc(Oc2ccc(Br)cc2)cc1,7%
CCCc1cc(C(=O)Nc2ccc(F)c(Cl)c2)no1,-11%
COc1cccc(CNC(=O)CN(c2ccc(C)cc2)S(=O)(=O)N(C)C)c1OC,0%
Cc1ccc(C(=O)Nc2ccc(SC(F)F)cc2)s1,-11%
CCN(CC(=O)Nc1c(F)cccc1F)C(=O)CCN1C(=O)C2CC=CCC2C1=O (configuration not stated),1%
O=C(COc1cccc2c1CCNC2=O)Nc1ccc(Cl)cc1,-7%
CC(C)CN(C(=O)c1ccc(S(=O)(=O)N2CCOCC2)cc1)C1CCS(=O)(=O)C1 (configuration not stated),2%
COc1ccc(C(CC(=O)c2ccc3c(c2)OCO3)C(=O)O)cc1OC (configuration not stated),5%
CC(C)c1ccc(NC(=O)c2ccc(Cn3nc(N4CCN(c5ccccc5)CC4)ccc3=O)o2)cc1,-5%
Cc1ccc(C(=O)N2CCN(c3ccccc3O)CC2)cc1S(=O)(=O)N1CCCCC1,-9%
COc1ccc(N2CCN(C(=O)c3ccc(CS(=O)(=O)c4ccc(Br)cc4)o3)CC2)cc1,-7%
Cc1ccc(C(=O)N(CCCN(C)C)c2nc3ccc(Cl)cc3s2)cc1C,-4%
CC1CCN(S(=O)(=O)c2ccc3c(c2)N(CC(=O)NC(C)C)C(=O)CO3)CC1,6%
CC1=Nc2cc(C(=O)NC3CCCC3)ccc2Sc2ccc(Cl)cc21,-20%
CC(C)S(=O)(=O)c1ccc(C(=O)Nc2ccc(F)cc2F)cn1,10%
O=C(NCc1ccccc1)C(=O)NCC(c1ccco1)S(=O)(=O)c1ccc(Cl)cc1 (configuration not stated),1%
Cc1ccc(C)c(CN2C(=O)N(c3cc(Cl)ccc3C)S(=O)(=O)c3ccccc32)c1,7%
O=C(N/N=C1/CCSC1)c1cc(Br)ccc1O,-7%
O=C(NCc1ccc(Cl)cc1)C1(c2cccs2)CCOCC1,20%
# Next results:
SMILES,aSyn yeast rescue
Cc1cc(C)c(S(=O)(=O)N2CCOC2CNC(=O)C(=O)NCCCn2ccnc2)c(C)c1 (configuration not stated),-7%
CC(C)Cn1c(SCc2cccc(F)c2)nc2ccsc2c1=O,-4%
COc1cccc(N2CC(NC(=O)c3cccs3)CC2=O)c1 (configuration not stated),-6%
CN(CCO)C(=O)c1nc[nH]c1C(=O)N1CCN(C(=O)OC(C)(C)C)CC1,-2%
Cc1onc(-c2ccc(Cl)cc2)c1-c1ccnc(SCC(=O)Nc2ccc(C(C)C)cc2)n1,1%
COc1ccc(NC(=O)c2cc(S(=O)(=O)N3CCCC3)cn2C)cc1Cl,1%
CCN(CC)CC(C)(C)COC(=O)c1oc2ccccc2c1C,-2%
CCOc1ccc(CCNC(=O)CSCc2nc(-c3cccc(C)c3)oc2C)cc1OCC,10%
Cc1ccc(/C=C(\C#N)C(=O)Nc2cccc(Br)c2)o1,-4%
Brc1ccc(CN2CCc3nc(Nc4ccccc4)ncc3C2)s1,12%
COc1cccc(NC(=O)C(NCCc2ccc(S(N)(=O)=O)cc2)c2ccccc2)c1 (configuration not stated),6%
CCn1c(SCC(=O)N/N=C/c2ccccc2OCC(=O)O)nnc1-c1ccc(C(C)(C)C)cc1,2%
CCCn1c(N)c(Br)c(=O)[nH]c1=O,-2%
CC(C)(C)c1ccc(S(=O)(=O)N2CCN(Cc3noc(CCC(=O)N4CCCCC4)n3)CC2)cc1,-6%
CCN(CC)c1ccc(-c2nc(-c3ccccn3)no2)cc1[N+](=O)[O-],-3%
CN1CCN(C(=O)C(=O)Nc2c3c(nn2-c2cccc(Cl)c2)CSC3)CC1,6%
COc1ccc(C(=O)Oc2c(Sc3ccccc3)c(C)nn2-c2ccccc2)c(OC)c1,-5%
O=S(=O)(Nc1ccccc1Br)c1cccc2cccnc12,2%
O=C(Nc1ccc(Br)cc1)c1ccc(-n2cnnn2)cc1,-4%
Cc1ccc(NC(=O)/C(C#N)=C/c2cc(C)n(-c3ccc(F)cc3)c2C)cc1C,4%
CCOc1ccc(N(CC)S(=O)(=O)N2CCCC(C(=O)NCCc3ccccc3OC)C2)cc1 (configuration not stated),7%

# A different layout for some results above.
CCCn1c(N)c(Br)c(=O)[nH]c1=O
  aSyn yeast rescue: -2%

CC(C)(C)c1ccc(S(=O)(=O)N2CCN(Cc3noc(CCC(=O)N4CCCCC4)n3)CC2)cc1
  aSyn yeast rescue: -6%

CCN(CC)c1ccc(-c2nc(-c3ccccn3)no2)cc1[N+](=O)[O-]
  aSyn yeast rescue: -3%

CN1CCN(C(=O)C(=O)Nc2c3c(nn2-c2cccc(Cl)c2)CSC3)CC1
  aSyn yeast rescue: 6%

# A portion of the library; the hit share may differ from the screen's.
